PriA SSB inh: inhibitors of Klebsiella pneumoniae PriA binding to SSB C-terminal tail. AlphaScreen SSBct-PriA binding, biotinylated peptide. inhibition, % at 33 µM. 0.6% of 430,000 active. AID 1272365; in the data active = inhibition mostly above about 37%, no sharp cut-off; inactive = mostly below about 20%;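 also: plate controls were negative control peptide for no effect and reference peptide for full effect; strong numbers were not always called active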
Vc quorum ag: inducers of Vibrio cholerae quorum light production without autoinducers | AID 588436 | 0.16% of 350,000 active | V. cholerae BH1578 lux reporter, luminescence, 6 h | activation, % at 18.7 µM; in the data active = activation mostly above about 9.7%, no sharp cut-off; also: not every result past the cut was called active; inactives centre near 0; reference of the scale not given here
Y pestis TopoI: Y. pestis Topo-I inhibition via cleavage products; AID 504884; Y. pestis Topo-I cleavage product accumulation, plate reader; 0.064% of 360,000 active; activity, % at 10 µM; in the data active = activity above about 50%, passing the limit was not always enough; also: inactives centre near 2
PrPC surface inh: reduces human prion protein on the cell surface | inhibition, % at 13.8 µM | cell surface PrPC, TR-FRET read-out | 0.43% of 370,000 active | P04156; in the data active = inhibition above about 24%; also: 0% = median of the test wells and 100% = reference compound wells
Anthrax LF prot: blocks Bacillus anthracis lethal factor protease | inhibition, % at 10 µM | 0.12% of 360,000 active | P15917 | multiplex microsphere protease cleavage assay, LF; also: plate controls were buffer without enzyme for full effect and enzyme alone for no effect
Target sequence (P15917 whole entry, looked up): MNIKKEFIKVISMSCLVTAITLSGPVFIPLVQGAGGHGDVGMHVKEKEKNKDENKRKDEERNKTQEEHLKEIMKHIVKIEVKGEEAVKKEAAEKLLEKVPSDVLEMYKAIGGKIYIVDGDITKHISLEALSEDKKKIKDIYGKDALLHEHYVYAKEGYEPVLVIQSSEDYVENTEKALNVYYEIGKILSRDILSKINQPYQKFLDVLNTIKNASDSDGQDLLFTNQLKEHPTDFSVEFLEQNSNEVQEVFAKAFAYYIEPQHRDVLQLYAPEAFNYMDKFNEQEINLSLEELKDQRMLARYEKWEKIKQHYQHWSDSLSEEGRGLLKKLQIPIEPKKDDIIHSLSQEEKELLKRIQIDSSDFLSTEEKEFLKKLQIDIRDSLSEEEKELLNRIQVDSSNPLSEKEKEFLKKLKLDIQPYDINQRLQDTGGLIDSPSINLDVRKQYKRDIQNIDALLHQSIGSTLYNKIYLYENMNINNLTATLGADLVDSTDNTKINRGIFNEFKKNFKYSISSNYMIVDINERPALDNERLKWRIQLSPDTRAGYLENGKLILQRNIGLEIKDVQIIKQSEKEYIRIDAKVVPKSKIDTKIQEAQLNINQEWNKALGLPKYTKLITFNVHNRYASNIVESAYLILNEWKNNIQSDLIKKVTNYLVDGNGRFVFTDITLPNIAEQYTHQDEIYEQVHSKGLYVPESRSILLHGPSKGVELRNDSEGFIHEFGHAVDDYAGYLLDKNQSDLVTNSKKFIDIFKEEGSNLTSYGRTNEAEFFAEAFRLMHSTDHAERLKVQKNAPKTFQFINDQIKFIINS
SARS 3CLpro inh: SARS-CoV 3CLpro protease inhibition; 0.14% of 290,000 active; recombinant SARS-CoV 3CLpro, quenched FRET peptide cleavage; inhibition, % at 6 µM; P0C6X7; in the data active = inhibition above about 12%
BoNT A protease: blocks Botulinum neurotoxin A light chain protease; 0.17% of 360,000 active; multiplex microsphere protease substrate cleavage, flow cytometry; inhibition, % at 10 µM; also: plate controls were buffer without enzyme for full effect and enzyme alone for no effect
PfHsp40 yeast: rescue of PfHsp40-mediated yeast toxicity | S. cerevisiae expressing PfHsp40, growth rescue, ATP luminescence | growth rescue, % at 12.5 µM | 0.68% of 340,000 active | AID 504582; in the data active = growth rescue above about 28%, passing the limit was not always enough;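 also: yeast W303a lacking pdr1 and pdr3 grown in galactose medium; growth measured after three days at 30 °C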
TcdB GH inh: inhibitors of Clostridioides difficile toxin B glycohydrolase | P18177 | TcdB glycohydrolase enzymatic assay, plate reader | inhibition, % at 9.99 µM | 0.24% of 350,000 active | AID 652162; in the data active = inhibition above about 10%
* = called active by the depositor; i = inactive; nt = not tested or not shown; & = joins results of further samples. Rule as the data show it, unless noted: active = inhibition above about 30%; inconclusive = no clear call, values can overlap the other calls; inactive = below that.

structure | PriA SSB inh | Vc quorum ag | Y pestis TopoI | PrPC surface inh | Anthrax LF prot | SARS 3CLpro inh | BoNT A protease | PfHsp40 yeast | TcdB GH inh
CCC(C)N(C(=O)COC(=O)c1ccc(=O)n(Cc2ccccc2)n1)C1CCS(=O)(=O)C1 (stereo not drawn) | -3.7 | i | 4.3 | -6.4 | -1.4 | nt | 6.1 | -0.5 | 3.6
COc1cccc(-c2ccc3nnc(SCC(=O)N4CCOCC4)n3n2)c1 | 4.2 | i | -2.7 | -24.3 | nt | nt | nt | -0.8 | 0.4
Cc1nn(Cc2ccc(F)cc2)c(C)c1NC(=O)c1cc2ncc(Br)cn2n1 | -14.3 | -0.5 | -6.5 | -8.1 | -3.1 | -4.4 | -1.4 | -0.4 | 1.2
O=C(CC1SC(=O)N(Cc2cccc3ccccc23)C1=O)Nc1nccs1 (stereo not drawn) | -11.1 | -0.3 | -1.9 | -6.4 | -7.1 | 6.0 | 2.7 | -0.4 | nt
COc1cc2cc(C(=O)N(C)C3CCS(=O)(=O)C3)[nH]c2cc1OC (stereo not drawn) | -7.2 | i | -1.3 | -0.7 | -1.8 | -3.0 | 0.2 | -1.4 | 0.8
CCN(CC)S(=O)(=O)c1ccc(N2CC(C(=O)Nc3cccc(C(=O)NC4CC4)c3)CC2=O)cc1 (stereo not drawn) | 5.0 | i | 8.5 | -5.7 | -11.3 | nt | -0.3 | 2.0 | 1.3
COc1ccccc1CNC(=O)COC(=O)c1ccc(C(=O)c2ccccc2)cc1 | -14.1 | i | 16.0 | 4.7 | 0.5 | nt | -0.5 | 2.2 | 0.8
Cc1ccc(NC(=O)CCN2C(=O)c3cccc([N+](=O)[O-])c3C2=O)c(Br)c1 | -19.5 | i | -19.1 | -5.8 | 12.7 | 3.4 | -1.0 | -0.3 | -0.3
C#CCCOC(=O)Nc1ccccc1 | -11.7 | -1.0 | 7.6 | 1.3 | -3.3 | -4.6 | 1.8 | -0.9 | 1.0
Cc1c(C=O)c2ccccn2c1C(=O)c1ccncc1 | -11.1 | -0.2 | 6.8 | -16.8 | 0.3 | 0.4 | 1.0 | -0.7 | nt
COc1cccc(N2CCN(S(=O)(=O)c3cccc4nsnc34)CC2)c1 | 5.2 | -0.5 | -0.8 | -8.6 | -0.8 | -3.0 | 1.2 | 0.1 | 0.6
Cc1ccc(C(C)NC(=S)NCc2ccc(F)cc2)c(C)c1 (stereo not drawn) | -30.2 | i | 4.5 | 3.1 | -3.5 | 7.7 | 0.0 | 117.4* | 1.7
COC(=O)c1ccc(C(=O)OC)c(-n2c(=O)c3ccccc3c3ccccc3c2=O)c1 | 6.4&12.0 | i | -7.2 | -2.7 | 0.2 | -2.4 | -0.2 | 0.4 | -0.4
CCOC(=O)c1cc(C(=O)OCC)c2cccc(C)n2c1=O | -4.4 | i | 3.5 | -15.6 | 4.5 | 3.0 | 7.4 | 1.0 | nt
CCOC(=O)C1CCN(C(=S)Nc2cccc(C)c2)CC1 | 9.4 | -1.4 | -1.7 | 3.3 | -4.5 | 3.5 | -0.8 | -1.1 | 0.8
CC1CCN(C(=O)CCC(=O)Nc2nnc(C3CCCCC3)s2)CC1 | -9.9 | i | 32.7 | -3.0 | 1.5 | 5.5 | 0.7 | 2.0 | 0.9
Oc1ccc(C=NCCc2ccccc2)cc1 | -0.5 | -0.7 | 0.5 | -0.3 | 1.7 | -1.1 | 0.7 | -1.3 | -2.3
O=c1cc(-c2ccccc2F)nc(-c2ccccc2F)o1 | -3.1 | nt | -0.6 | 6.5 | 0.7 | 1.8 | -0.6 | -1.2 | -1.5
CCCC1=NN2C(=N)/C(=C\c3cc(C)n(-c4cccc(C)c4)c3C)C(=O)N=C2S1 | -10.7 | -0.4 | 5.2 | -3.2 | -1.1 | -2.7 | -1.1 | -1.5 | -0.8
CC(C)[C@H](NC(=O)c1ccccc1)C(=O)OCC(=O)N1CCCCCC1 | -3.8 | i | -0.5 | -0.5 | 1.3 | -1.2 | 0.0 | -0.5 | nt
COc1ccc(OC)c(C2=Nn3c(nnc3-c3cc(C)[nH]n3)SC2)c1 | -7.7 | -0.3 | 3.3 | 3.2 | 7.2 | 2.9 | -1.6 | -0.3 | 0.2
O=C(/C=C/c1ccc(Cl)cc1Cl)Nc1ccc(CN2CCOCC2)cc1 | -2.2 | i | 8.1 | 6.4 | -1.0 | -2.2 | -0.4 | -0.2 | 1.5
CSCCC(NC(=O)c1ccco1)C(=O)Nc1ccncc1 (stereo not drawn) | -6.0 | -0.2 | -1.8 | 3.5 | -3.1 | -3.7 | -1.0 | -0.9 | 0.9
Cc1nnc(SCC(=O)NCCc2ccccc2)s1 | -7.6 | -0.3 | -4.9 | -2.1 | 1.8 | 5.1 | 0.5 | -0.2 | 1.6
COc1cc(NC(=O)COc2ccccc2[N+](=O)[O-])ccc1NC(=O)c1cccs1 | -1.7 | -0.5 | 14.3 | 16.1 | -4.9 | 2.8 | 0.2 | -2.9 | 1.0

Next entries follow:
structure | PriA SSB inh | Vc quorum ag | Y pestis TopoI | PrPC surface inh | Anthrax LF prot | SARS 3CLpro inh | BoNT A protease | PfHsp40 yeast | TcdB GH inh
CCC1CN(S(=O)(=O)c2cc(-c3cc(C)no3)ccc2OC)c2cc(C)ccc2O1 (stereo not drawn) | -1.4 | -4.3 | 33.6 | 6.5 | -3.3 | 3.2 | -1.9 | 2.6 | -7.6
CN=c1sc2ccccc2n1CC(O)COCc1ccco1 (stereo not drawn) | -6.4 | nt | 6.9 | -14.4 | -5.9 | -3.0 | 0.2 | 0.3 | nt
COC(=O)Cn1c(=NC(=O)c2cc(OC)c(OC)c(OC)c2)sc2cc(OC)ccc21 | -6.3 | -0.8 | 10.7 | -6.0 | 1.3 | 1.9 | -0.1 | -1.9 | 0.6
O=C(COC(=O)CN1C(=O)COc2ccccc21)NCc1ccc(F)cc1 | -6.7 | -2.6 | 2.3 | -0.1 | -0.7 | nt | -2.8 | 1.0 | -0.5
O=C(COC(=O)c1ccc([N+](=O)[O-])cc1Cl)NC(=O)c1ccccc1 | -14.1 | 1.4 | -1.0 | -5.7 | -3.2 | nt | 4.4 | 0.7 | 0.5
CCOC(CNC(=O)c1cc2c(=O)n(CC)c3ccccc3c2s1)OCC | -10.0 | -0.1 | 8.7 | -7.4 | 1.5 | -7.8 | -2.4 | -0.8 | 0.8
C=CCn1c(CCNC(=O)c2ccccc2F)nnc1SCC(=O)Nc1nc(C)cs1 | -14.8 | -3.4 | 2.4 | -3.3 | -1.0 | -3.4 | -0.1 | -0.5 | nt
CCOC(=O)C1Oc2ccccc2C(c2ccc(OC)cc2)=C1C(=O)OC (stereo not drawn) | 3.5 | i | 38.5 | 8.8 | -5.0 | nt | -0.4 | 0.6 | 1.7
Cc1ccc(NC(=O)c2ncn(CCCN[C@H](C)c3cccc4ccccc34)n2)cc1C | -3.8 | -0.7 | 7.7 | -15.6 | 2.6 | nt | -0.2 | -0.8 | 0.4
O=C(CSc1nnc(-c2ccccc2Cl)o1)Nc1ccccn1 | -9.1 | -1.3 | 8.2 | 1.2 | -0.2 | 4.5 | -0.4 | -0.7 | -4.3
COc1cc(/C=N/Nc2nc(-c3ccc(S(=O)(=O)N(C)C)cc3)cs2)ccc1O | nt | -4.2 | -27.4 | -8.8 | -5.0 | 3.2 | -0.7 | 1.5 | -0.8
CCCCc1ccc(NC(=O)NCc2cccnc2)cc1 | -3.7 | -5.9 | 10.5 | 7.7 | 0.2 | 0.2 | 0.8 | -1.0 | -4.2
CCOC(=O)CN1c2ccccc2NC(=O)CC1C (stereo not drawn) | -7.1 | -0.2 | -7.6 | 2.8 | 4.5 | -0.1 | -0.2 | -0.4 | -0.5
COc1ccc(NC(=O)Cn2ncc(Cl)c(Cl)c2=O)cc1S(=O)(=O)N1CCOCC1 | 3.8 | i | 3.0 | -7.7 | -1.6 | 0.7 | -0.1 | -0.5 | nt
N=C1/C(=C/c2ccc(OCc3ccccc3)cc2)C(=O)N=C2SC(CC(=O)N3CCOCC3)=NN12 | -5.1 | -0.3 | 7.0 | -6.2 | -1.2 | -0.9 | 0.1 | 3.7 | 1.0
CCCc1ccc(C(O)c2ncc(-c3ccccc3F)[nH]2)cc1 (stereo not drawn) | nt | -0.2 | -1.2 | 7.2 | -2.1 | nt | 0.2 | nt | -1.8
O=C(CCc1ccncc1)N1CCCC(Nc2ccc(F)cc2)C1 (stereo not drawn) | -1.2 | i | 3.3 | -0.3 | -0.3 | -2.1 | 1.1 | 1.3 | 1.2
Cc1nc(SCC(=O)NCc2ccco2)nc(C)c1C | 0.7 | 2.5 | 4.6 | 8.0 | -0.1 | 4.5 | 0.5 | 0.6 | nt
O=C(c1ccc(CNc2c(N3CCCC3)c(=O)c2=O)cc1)N1CCc2ccccc2C1 | -8.9 | nt | 34.1 | -2.0 | -0.2 | -4.4 | 0.6 | -0.6 | 1.4
CCc1nc2ccc(C(=O)NCCCn3ccnc3)cn2c1N(C)Cc1ccc(Cl)cc1 | nt | i | 13.6 | -1.5 | -9.7 | nt | -0.3 | nt | 0.1
O=C(CSc1ccc(-c2ccccn2)nn1)c1ccc(F)cc1 | -6.1 | -0.4 | 8.7 | 1.8 | 7.1 | -1.4 | -0.7 | 6.1 | 1.6
O=C(NCCCN=C1NS(=O)(=O)c2ccccc21)c1ccccc1Cl | 0.0 | 0.8 | -4.9 | 8.3 | 3.4 | -3.0 | 0.0 | -0.6 | -1.0
COC(=O)C1=C(N)c2ccccc2C1(C#N)c1ccccc1 (stereo not drawn) | -8.0 | nt | -5.1 | 8.8 | -2.8 | -0.5 | 0.4 | 6.4 | nt
Cc1ccccc1CCN(C(=O)Cn1nnc2ccccc21)C(C(=O)NCC1CCCO1)c1nc2ccccc2n1C (stereo not drawn) | -9.5 | 0.7 | 33.3 | -0.8 | -2.3 | 4.4 | 0.0 | -1.9 | nt
CC1(C)CC(=O)C(C(=S)Nc2ccccc2)=C(NC2CC(C)(C)NC(C)(C)C2)C1 | -4.9 | i | 0.2 | -6.4 | 0.9 | 3.2 | 0.8 | -0.7 | 1.1

The results go on:
structure | PriA SSB inh | Vc quorum ag | Y pestis TopoI | PrPC surface inh | Anthrax LF prot | SARS 3CLpro inh | BoNT A protease | PfHsp40 yeast | TcdB GH inh
CC(=O)NCc1cc(-c2ccc(Cl)cc2)no1 | -1.2 | i | 6.9 | 5.0 | -8.2 | -3.3 | -1.0 | 0.5 | -0.1
COc1ccc(N(CC(=O)N/N=C/c2ccc(-c3ccc([N+](=O)[O-])cc3)o2)S(=O)(=O)c2ccc(C)cc2)cc1 | nt | -0.3 | 0.1 | -3.8 | 21.7 | 2.2 | 20.0 | 0.1 | -0.1
Cc1[nH]n(-c2ccccc2)c(=O)c1-c1ccc(Cl)cc1 | -7.4 | -7.7 | -0.8 | 3.5 | -0.9 | 10.1 | 0.2 | -0.6 | nt
Cn1c(=O)c2cc(NC(=O)CCc3cccnc3)ccc2n1Cc1ccc(F)cc1 | nt | 0.4 | -3.9 | -3.7 | -1.4 | nt | 0.3 | nt | 0.3
CN1CCN(Cc2cc(Cl)c3cccnc3c2OC(=O)c2cccs2)CC1 | 11.3 | -0.3 | -3.5 | -10.1 | 1.7 | 0.6 | -1.4 | 2.8 | nt
CC1CCC(N2CCN(c3ncccn3)CC2)CC1 (stereo not drawn) | -8.7 | i | -1.5 | 4.0 | -3.7 | -0.6 | -0.4 | 1.0 | nt

Compound activity deposited in PubChem BioAssay by several laboratories.

The list is partial, so the mix of outcomes need not match the whole.
